Screening data from PubChem.
sdo1 growth: compounds rescuing growth of sdo1-depleted yeast, bone marrow failure model; S. cerevisiae sdo1-depleted JHY4D growth rescue, OD600 30 h; hits give high values; pdr5 snq2 efflux-pump mutant strain; z-score at 10 µM; hit rate 0.21% among 140,000; AID 817;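 active = z-score above 3 at both the 24 hr and the 30 hr optical density reads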;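 note: z-score against mean and SD of all compound wells on the same plate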
INS promoter inh: TRM-6 insulin promoter activity inhibition; hit rate 0.9% among 130,000; TRM-6 cells (human fetal islet line), insulin promoter-eGFP reporter, imaging; reporter expression induced with tamoxifen; inhibition, % at 2 µM;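 active = inhibition above the mean plus 3 SD, with well images judged a real hit on visual review, cut at about 60% in these data, passing the limit was not always enough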
sdo1 growth Rescue 24 h: second read-out of sdo1 growth, no call of its own (marks repeat the call); z-score; S. cerevisiae sdo1-depleted JHY4D growth rescue, OD600; measured here: growth rescue at 24 h;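 0 is the plate mean of compound wells and units are plate SD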
An asterisk follows results filed as active; i = inactive; · = not tested or not shown.

# | Compound | sdo1 growth | sdo1 growth Rescue 24 h | INS promoter inh
1 | Cc1c(C(=O)NCC2CCCO2)sc2nc(-c3ccc(F)cc3)cn12 (stereo unspecified) | 0.09 | 0 | 57
2 | COc1ccc(CCNC(=O)CSc2nc(O)c(CCC(C)C)c(=O)[nH]2)cc1OC | 1.3 | 1.3 | 42
3 | C=CCNC(=O)C(=O)NN=C1CCN(C)CC1 | 1.4 | 0.35 | -30
4 | O=C(NCc1cccnc1)C1c2ccccc2C(=O)N1Cc1ccccc1 (stereo unspecified) | -0.15 | -1.1 | ·
5 | CCOc1ccccc1NC(=O)NCc1ccccc1 | · | · | 50
6 | CCCCc1ccc(NC(=O)C2CCN(S(C)(=O)=O)CC2)cc1 | 0 | 1.9 | -18
7 | O=C(NCCc1ccc(O)cc1)c1ccc(Cl)cc1 | 1.6 | -0.2 | 12
8 | O=c1c2ccccc2nc(-c2ccc(Cl)cc2Cl)n1CCCn1ccnc1 | 0.3 | -0.38 | -11
9 | COc1ccc(C)cc1N(CC(=O)NC1CCCC1)C(=O)CCC(=O)Nc1cc(C)on1 | 0.73 | 0.73 | ·
10 | COc1ccc(NC(=S)NCCCc2ccccc2)cc1 | -0.63 | -0.74 | ·
11 | COc1ccc(N=C2SCC(=O)N2Cc2ccccc2)cc1 | · | · | 5
12 | CC(C)Cn1c(SC(C)C(=O)Nc2ccc3c(c2)OCCO3)nc2ccccc2c1=O (stereo unspecified) | -1.4 | -1.3 | ·
13 | COCCCNC(=O)c1cccc2c(=O)c(C)c(-c3ccccc3)oc12 | 2 | 2 | ·
14 | CCOc1cccc(CNCCO)c1OCc1ccc(Cl)cc1 | 0.76 | -0.11 | -56
15 | S=c1nc(-c2ccccc2Cl)n(Cc2cccnc2)c2c1CCCC2 | 1.5 | 0.66 | -42
16 | c1ccc2c(c1)CCN(c1ncnc3c1[nH]c1ccccc13)C2 | -2.8 | -1.8 | ·
17 | O=C(NC1CCCC1)c1ccc(CS(=O)(=O)c2ccc(Br)cc2)o1 | -0.21 | -0.77 | ·
18 | O=C(COc1nsnc1N1CCOCC1)N/N=C/c1ccccc1O | 0.44 | -0.71 | 25
19 | CC(C)c1nc(-c2ccccn2)no1 | 0.51 | 0.56 | 29
20 | CCc1ccccc1NC(=O)N1C2CCCC1CC(NC(=O)C(C)(C)C)C2 (stereo unspecified) | 0.54 | 0.51 | -25
21 | Oc1cnc2ccccc2c1CN1CCOCC1 | 0.4 | -0.37 | 26
22 | N#Cc1cc2ccccc2nc1SCc1ccccn1 | -1.2 | -0.98 | -29
23 | COc1ccccc1CNC(=O)COC(=O)Cc1c(Cl)cccc1Cl | 0.14 | -0.34 | ·
24 | O=C(CSc1nnc(NC(=O)c2ccco2)s1)NC1CCCC1 | -0.85 | -0.78 | -305
25 | O=C(Cn1c2c(sc1=O)C1c3ccccc3OCC1CS2)Nc1ccc(Cl)c(Cl)c1 (stereo unspecified) | -1.4 | 0.11 | -20
26 | CCc1nc(C)ccc1OCC(=O)N(CC)CC | 0.15 | -0.32 | -6
27 | CC(C)(C)CC(=O)NC(=S)NCc1ccco1 | · | · | -32
28 | COCCCn1[nH]c2c3c(ccc2c1=O)C(=O)c1ccccc1C3=O | -0.55 | -0.97 | -7
29 | O=C(CN(Cc1ccccc1)C(=O)c1cc2c(s1)CCC2)NCc1cccs1 | -1.3 | 0.13 | -44
30 | O=C(N/N=C/c1ccc2c(c1)OCO2)c1ccc(COc2cccc3cccnc23)cc1 | · | · | 11
31 | O=C(CCc1nc(-c2ccccc2)no1)NCCc1ccccc1 | 0.26 | -0.48 | 61
32 | COc1ccc(-c2noc(=O)n2Cc2cc(C)ccc2C)cc1 | · | · | -11
33 | O=C1c2cccc3cccc(c23)C(=O)N1CCN1CCN(C(=S)Nc2ccc(Cl)cc2)CC1 | -1.3 | -0.6 | ·
34 | CC(C)(O)C#Cc1ccc(CN2CCN(C3CCCCC3)C(CCO)C2)s1 (stereo unspecified) | · | · | -52
35 | CCCCN(C(=S)Nc1cccc(SC)c1)C1CCN(C(C)=O)CC1 | · | · | -29
36 | Cc1ccccc1OCC(=O)NNC(=S)NC(=O)c1ccccc1[N+](=O)[O-] | 1 | 1.4 | ·
37 | CCOC(=O)c1cccc(NC(=O)C(C)N2C(=O)c3ccccc3C2=O)c1 (stereo unspecified) | 0.63 | 0.46 | 10
38 | Cn1c(SCc2ccon2)nc2ccccc2c1=O | 1.8 | 3.1 | 67
39 | C=CCNC(=S)Nc1ccc(OC(F)F)c(Cl)c1 | · | · | -29
40 | Cc1ccc(NCc2ccccc2O)cc1C | · | · | 17
41 | O=S(=O)(/N=C(\Sc1ccccc1)c1ccccc1)c1ccc(Cl)cc1 | -1.2 | -0.63 | 26
42 | O=C(COc1ccc(Cl)cc1)N1CCCCC1 | 0.54 | 0.41 | 0
43 | O=C1CC(c2ccc(Cl)cc2)n2nc(NS(=O)(=O)c3ccc(F)cc3)nc2N1 (stereo unspecified) | 0.93 | -0.08 | -19
44 | CCCc1nn(-c2ccccc2)c2c1C(c1cccs1)C(C#N)=C(N)O2 (stereo unspecified) | -0.64 | 3.1 | -14
45 | CCOC(=O)N1CCC(NC(=O)Cn2cccc2C(=O)c2ccccc2C)CC1 | -0.68 | -1.2 | -100
46 | CCc1ccc(S(=O)(=O)N(C(=O)c2ccncc2)c2ccc(OC(=O)c3ccncc3)cc2)cc1 | -0.63 | -0.64 | 24
47 | Cc1ccc(S(N)(=O)=O)cc1NC(=O)/C=C/c1ccc2c(c1)OCO2 | · | · | 44
48 | O=C(CCS(=O)(=O)c1cccc2nonc12)N1CCN(c2ccc(F)cc2)CC1 | 0.28 | -0.24 | ·
49 | N/C(=N\OC(=O)CSc1ccccc1)c1ccc([N+](=O)[O-])cc1 | -0.51 | -0.41 | 11
50 | O=C(CCCOc1ccccc1)Nc1ccncc1 | 0.68 | -1.1 | ·

(listing goes on)
# | Compound | sdo1 growth | sdo1 growth Rescue 24 h | INS promoter inh
51 | COc1cc(Cl)c(C)cc1NC(=O)CSc1nnc(-c2ccco2)n1CC(C)C | -0.2 | 0.21 | ·
52 | O=C(COc1cccc2cccnc12)Nc1ccccc1 | · | · | -17
53 | CN(C1=C(NC(=O)c2ccc(Cl)cc2)C(=O)c2ccccc2C1=O)c1ccccc1 | -1.9 | -0.97 | ·
54 | CCN(c1cccc(C)c1)S(=O)(=O)c1cccc2nsnc12 | -1.3 | -1.1 | -19
55 | O=c1nc(Nc2ccccc2)sc2ccc([N+](=O)[O-])cc12 | -0.57 | -0.65 | ·
56 | CCS(=O)(=O)N1CCC(C(=O)N2CCc3ccccc3C2)CC1 | 1.7 | 0.37 | ·
57 | CCCCCOC(=O)Cc1c(O)c2ccccc2n(C)c1=O | -0.36 | 0.42 | ·
58 | CCCCc1ccc(-c2nc(NC(=O)C3C4CCC(O4)C3C(=O)O)sc2C)cc1 (stereo unspecified) | -1.7 | -0.93 | 14
59 | COc1ccc(Cl)cc1NC(=O)COc1cccc(-n2cnnn2)c1 | 0.58 | 0.25 | 47
60 | COCCNC(=O)CSc1nc2ccccc2c(=O)n1-c1cccc(OC)c1 | 0.17 | 0.76 | ·
61 | NC(=O)c1ncc(C(F)(F)F)cc1Oc1ccc(F)cc1 | -0.03 | -0.04 | -10
62 | CC(NC(=O)c1ccccc1)c1ccc(F)cc1 (stereo unspecified) | 0.83 | -0.6 | -53
63 | O=C1C(Cl)=C(Nc2cccc(O)c2)C(=O)N1Cc1ccccc1 | · | · | 12
64 | CCOC(=O)c1nnn(CC(=O)N2N=C(c3ccc(Cl)cc3)CC2c2ccc(OC)cc2)c1C(=O)OCC (stereo unspecified) | -0.21 | 0.35 | i
65 | O=C(O)c1ccc(-c2nc(-c3ccccc3Cl)cs2)cc1 | · | · | -12
66 | O=C(Nc1cccc(N=Cc2cc(Br)cc(Br)c2O)c1)c1ccco1 | -0.44 | -0.62 | ·
67 | C=CCOc1ccc2ccccc2c1CNCCCN1CCOCC1 | 0.25 | 0.54 | ·
68 | O=c1oc2cc(OCc3ccc(F)cc3F)ccc2cc1-c1ccc2ccccc2n1 | -0.43 | -0.25 | ·
69 | O=C(Cn1c(NCCO)nc2ccccc21)NCCc1ccccc1 | 0.41 | 0.39 | -21
70 | CC(=O)CSc1nc2ccc(Nc3nc(N4CCOCC4)nc(N4CCOCC4)n3)cc2s1 | 0.06 | 0.03 | 36
71 | COc1cc(CNc2ccc3c(c2)CCC3)cc(OC)c1O | 1.7 | 0.3 | 15
72 | COc1ccc(/C=N/NC(=O)c2ccc(O)cc2O)cc1CSc1ccccn1 | 0.21 | 0.28 | ·
73 | CC1Cc2ccccc2N1C(=O)COC(=O)C1(c2ccccc2F)CCCC1 (stereo unspecified) | 0.67 | 0.97 | ·
74 | CN1CCc2c(OCC(=O)N3N=C(c4cccs4)CC3c3ccc(F)cc3)cccc2C1=O (stereo unspecified) | -1.2 | -1 | ·
75 | CCc1cc2c(=O)[nH]c(Cc3ccc(Cl)cc3)nc2s1 | 2.5 | 3 | 2

Entries of single compounds, looked up by structure.
CC1Cc2ccccc2N1C(=O)COC(=O)C1(c2ccccc2F)CCCC1 (stereo unspecified) is entered as sdo1 growth: 0.67; sdo1 growth Rescue 24 h: 0.97; INS promoter inh: ·
O=C(Nc1cccc(N=Cc2cc(Br)cc(Br)c2O)c1)c1ccco1 is entered as sdo1 growth: -0.44; sdo1 growth Rescue 24 h: -0.62; INS promoter inh: ·

Other entries follow:
# | Compound | sdo1 growth | sdo1 growth Rescue 24 h | INS promoter inh
76 | CCCC1CCC(c2nc(-c3cccnc3)no2)CC1 (stereo unspecified) | 0.89 | 1.1 | 29
77 | O=C(Nc1ccccc1)OCCN1CCN(Cc2ccccc2)CCC1=O | -0.02 | 0.51 | -18
78 | COC1=CCC2([N+](=O)[O-])CN(CCO)CC1([N+](=O)[O-])C2 (stereo unspecified) | 2.6 | 0.77 | -23
79 | O=C(O)/C=C/C(=O)N1CCN(c2ccccc2F)CC1 | 0.49 | -0.24 | -5
80 | COc1ccc(NC2=NCC(=O)N2c2ccccc2)c(OC)c1 | 0.1 | -0.32 | 0
81 | O=C(Cn1c2[n+](c3ccc(C(F)(F)F)cc31)CCCCC2)Nc1ccccc1 | 0.68 | -0.17 | -37
82 | CC(=O)c1ccc(S(=O)(=O)Nc2cccc(S(=O)(=O)NC3=NCCC3)c2)cc1 | 0.03 | -0.6 | 8
83 | Cc1cccc(OCC(=O)Nc2sc3c(c2C#N)CCC3)c1 | -0.36 | 0.45 | 17
84 | CCCn1cnc2cc(NCc3ccccn3)ccc21 | 2.2 | 1.8 | ·
85 | CC(N=C1NS(=O)(=O)c2ccccc21)C(=O)NCCCc1ccccc1 (stereo unspecified) | · | · | 6
86 | Clc1ccccc1CSc1nnc(-c2ccncc2)o1 | -1.5 | -1.9 | -3
87 | CCC(C)NC(=O)C1CCC(=O)N(c2cc(OC)c(OC)c(OC)c2)C1c1ccc(OC)cc1 (stereo unspecified) | -0.61 | -1.2 | -18
88 | COc1ccc(/C=C/C(=O)NC(CCSC)C(=O)O)cc1 (stereo unspecified) | · | · | -7
89 | CCn1cc(C2N3CC4(C)CN2CC(C)(C3)C4=O)c2ccccc21 (stereo unspecified) | 2 | 2.3 | ·
90 | CCC(C)/C(C)=N/NC(=O)c1ccc(COc2ccc(Cl)c(C)c2)cc1 (stereo unspecified) | -0.86 | -0.21 | 0
91 | CC(=O)Nc1cccc(OCC(=O)Nc2ccc(F)cc2)c1 | 3 | 1.9 | -140
92 | CSCSC1=C(C#N)C(c2ccccc2Cl)C(C(C)=O)=C(C)N1 (stereo unspecified) | -0.61 | -0.4 | -43
93 | O=C(Cn1c(-c2cncs2)nc2ccccc21)NC1CCCC1 | -0.1 | -0.59 | -156
94 | Cc1cc(C)c(-c2cc(C(=O)Nc3c(C)n(C)n(-c4ccccc4)c3=O)[nH]n2)c(O)c1 | 0.42 | 0.12 | 11
95 | CCCOc1ccc(-c2nnn(CC(=O)N3CCC(C)CC3)n2)cc1 | 0.27 | 0.71 | ·
96 | CCOC(=O)c1c(-c2ccco2)csc1NC(=O)CSc1nnc(N)s1 | -0.8 | -0.51 | 49
97 | CCn1ncc(/C=C/C(=O)NCc2cnn(C)c2C)c1C | 0.53 | 0.29 | -42
98 | COc1cccc(C2C(C(C)=O)=C(O)C(=O)N2CCc2c[nH]c3ccccc23)c1 (stereo unspecified) | -0.39 | -0.58 | -29
99 | CC(C)[C@H](NS(=O)(=O)c1ccccc1)C(=O)OCC(=O)NC(=O)c1cccn1C | 2.1 | 0.14 | -54
100 | O=C(c1nn(-c2ccccc2)c(=O)c2ccccc12)N1CCN(c2ccccn2)CC1 | 0.66 | 0.75 | 35

A section from the list above:
# | Compound | sdo1 growth | sdo1 growth Rescue 24 h | INS promoter inh
76 | CCCC1CCC(c2nc(-c3cccnc3)no2)CC1 (stereo unspecified) | 0.89 | 1.1 | 29
77 | O=C(Nc1ccccc1)OCCN1CCN(Cc2ccccc2)CCC1=O | -0.02 | 0.51 | -18
78 | COC1=CCC2([N+](=O)[O-])CN(CCO)CC1([N+](=O)[O-])C2 (stereo unspecified) | 2.6 | 0.77 | -23
79 | O=C(O)/C=C/C(=O)N1CCN(c2ccccc2F)CC1 | 0.49 | -0.24 | -5
80 | COc1ccc(NC2=NCC(=O)N2c2ccccc2)c(OC)c1 | 0.1 | -0.32 | 0

The results go on:
# | Compound | sdo1 growth | sdo1 growth Rescue 24 h | INS promoter inh
101 | O=C(O)C(Cc1c[nH]c2ccccc12)NS(=O)(=O)c1ccccc1 (stereo unspecified) | -0.1 | -1.1 | -338
102 | Cc1cc(-c2cc(N)n(-c3ccccc3)n2)c(C)n1C1CCCC1 | -0.35 | -1.5 | ·
103 | CC(C)Cc1nc2ccc(N)cc2[nH]1 | · | · | 18
104 | CCCNS(=O)(=O)c1ccc(CCC(=O)Nc2cc(Cl)ccc2Oc2ccccc2)cc1 | -0.71 | -0.11 | ·
105 | CCOc1cc(N2CCOCC2)c(OCC)cc1NC(=O)C1CCCC1 | -0.48 | -0.67 | 4
